Screening results (PubChem BioAssay)
MsrA inh = bovine MsrA inhibition | AID 651718 | purified bovine MsrA, absorbance read-out | inhibition, % at 15.5 µM | 0.75% of 360,000 active; in the data active means inhibition above about 4.5%;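 further: 0% = vehicle wells with enzyme and 100% = reference inhibitor wells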
STEP inh = inhibitors of human striatal-enriched phosphatase STEP; P54829; inhibition, % at 20 µM; recombinant STEP, OMFP fluorogenic substrate, fluorescence; 0.25% of 360,000 active;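 active means inhibition at 20 µM, scaled per plate between control wells, above about 37%, limit read from the data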;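 further: 0% = DMSO with enzyme and substrate and 100% = substrate only without enzyme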
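Material: STEP (striatal-enriched tyrosine phosphatase) enzyme, cell-free | Medium: 50 mM Bis-Tris pH 6.0 with 2.5 mM DTT and 0.005% Tween 20 | Read-out: Percent inhibition scaled to no-enzyme and uninhibited-enzyme controls, plate-pattern corrected | Signal: Fluorescence read at 480 nm ex / 540 nm em | Times: 20 min reaction, room temperature, in the dark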
NadD inh = inhibitors of Staphylococcus aureus NadD | AID 602399 | inhibition, % at 20 µM | purified NadD enzyme, colorimetric absorbance read-out | 0.78% of 360,000 active; in the data active means inhibition above about 26%; further: some compounds past the cut are filed as inactive
CSN inh = inhibitors of human CSN-mediated cullin deneddylation; AID 651999; inhibition, % at 12.5 µM; 0.38% of 360,000 active; Q92905; Purified CSN, SCF-Nedd8-OG deneddylation, fluorescence polarization;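 active means pattern-corrected inhibition above about 35%, with an unprinted fluorescence ratio check between 0.5 and 1.5, limit read from the data, passing the limit was not always enough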;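 further: 0% = enzyme with substrate and 100% = substrate without enzyme; some results filed as inactive read as strong as hits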
Target sequence (Q92905 whole entry, looked up, one chain of several): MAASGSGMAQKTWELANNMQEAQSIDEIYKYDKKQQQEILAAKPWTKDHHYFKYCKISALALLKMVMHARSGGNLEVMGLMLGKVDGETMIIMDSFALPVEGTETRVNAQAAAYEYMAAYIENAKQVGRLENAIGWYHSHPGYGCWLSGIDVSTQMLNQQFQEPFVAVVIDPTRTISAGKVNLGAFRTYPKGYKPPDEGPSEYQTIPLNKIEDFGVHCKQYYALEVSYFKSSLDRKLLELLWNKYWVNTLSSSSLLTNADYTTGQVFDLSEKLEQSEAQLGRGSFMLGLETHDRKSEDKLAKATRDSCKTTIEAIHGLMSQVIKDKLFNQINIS
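Detection – fluorescence polarization · System – HEK293T-derived human Csn5 enzyme · Controls – substrate-only high control, full reaction low control · Timing – 90 min, room temperature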
Scp1 inh = Scp-1 (human) phosphatase inhibition | Q9GZU7 | 0.88% of 340,000 active | inhibition, % at 20 µM | Recombinant Scp1, phosphopeptide, malachite green phosphate absorbance;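 active means inhibition above about 50% at 20 µM, limit read from the data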;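 further: plate controls were DMSO wells with enzyme for no effect and wells lacking enzyme for full effect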
Target sequence (Q9GZU7 76-261 limits assumed): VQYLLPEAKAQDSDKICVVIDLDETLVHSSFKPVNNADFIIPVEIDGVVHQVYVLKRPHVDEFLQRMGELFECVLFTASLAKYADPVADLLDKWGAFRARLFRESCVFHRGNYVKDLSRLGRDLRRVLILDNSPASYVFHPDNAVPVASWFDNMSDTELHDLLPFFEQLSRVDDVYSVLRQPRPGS
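Material: truncated SCP-1 phosphatase (76-261aa) / Buffer or medium: 50 mM Tris acetate pH 5.5, 0.005% Tween-20, 10 mM MgCl2 / Compound dosing: one concentration, 20 µM, with 1.0% DMSO / Incubation: 45 min room-temperature reaction, 5 min colour, 30 min stabiliser / Detection: colorimetric free-phosphate detection, absorbance 630 nm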
LMPTP inh = LMPTP (human) inhibition; P24666; recombinant LMPTP-A, OMFP fluorogenic substrate, fluorescence intensity; inhibition, % at 20 µM; 0.22% of 360,000 active;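 active means compounds that cut the enzyme signal by at least half of the control window in the single-dose screen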;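 further: plate controls were DMSO wells with enzyme plus substrate for no effect and substrate without enzyme for full effect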
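test system = LMPTP-A | amount = 0.625 nM LMPTP-A final | reagent = fluorogenic phosphatase substrate OMFP at 400 µM final | incubation = 50 min at room temperature | benchmarks = no-enzyme low control, uninhibited high control | medium = Bis-Tris pH 6.0, DTT, detergent | signal = fluorescence intensity of OMFP turnover product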
Tb MetRS inh = Trypanosoma brucei MetRS inhibition. purified T. brucei MetRS, ATP depletion, Kinase-Glo luminescence. inhibition, % at 11.9 µM. 0.4% of 360,000 active. AID 624268;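 active means inhibition above a per-plate cutoff of the control wells' mean inhibition plus 3 SD, cut at about 5.5% in these data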;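 further: 0% = DMSO wells median and 100% = median of wells with control inhibitor compound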
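Test system – parasite MetRS enzyme · Reagent – substrates ATP, L-methionine and bulk Escherichia coli tRNA · Doses – 11.9 µM compound single dose, 0.9% DMSO · Times – 15 min enzyme-compound preincubation, 2 h reaction, 10 min detection, 25 °C · Signal – Kinase-Glo luminescence, ATP depletion format · Controls – DMSO-only wells as low control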
DNMT1 inh = inhibitors of human DNMT1; inhibition (reported as % activation of signal), % at 10 µM; 0.83% of 360,000 active; DNMT1 molecular beacon, Hinp1I cleavage, fluorescence; AID 588458; in the data active means inhibition above about 50%
SUMO1 PPI mod = SUMO1-SIM interaction modulation; inhibition, % at 20 µM; AID 602429; P63165; SUMO1 binding to a labelled peptide, TR-FRET, 1 h; 0.33% of 360,000 active; in the data active means inhibition above about 37%
Target sequence (P63165 whole entry, looked up): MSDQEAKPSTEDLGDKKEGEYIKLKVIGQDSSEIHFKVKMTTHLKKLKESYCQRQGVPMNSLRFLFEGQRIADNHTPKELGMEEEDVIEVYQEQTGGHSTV
Rpn11 block = blocks the human proteasome subunit Rpn11; calls only at 20 µM; O00487; human 26S proteasome, Ub4-pepOG fluorescence polarization; 20S core pre-blocked with epoxomicin; 0.59% of 360,000 active;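 active means inhibition at 20 µM, scaled to each plate's controls, above about 33%, limit read from the data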
Target sequence (O00487 whole entry, looked up): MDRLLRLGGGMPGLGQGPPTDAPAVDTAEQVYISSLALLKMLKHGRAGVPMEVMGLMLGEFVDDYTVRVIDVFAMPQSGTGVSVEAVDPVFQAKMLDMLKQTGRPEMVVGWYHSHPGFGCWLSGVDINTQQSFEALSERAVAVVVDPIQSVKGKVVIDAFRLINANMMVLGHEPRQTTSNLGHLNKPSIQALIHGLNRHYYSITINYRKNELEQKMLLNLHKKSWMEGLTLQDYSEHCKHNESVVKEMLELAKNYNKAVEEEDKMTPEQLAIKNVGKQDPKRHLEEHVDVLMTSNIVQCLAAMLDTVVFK
* = called active by the depositor; i = inactive; . = not tested or not shown; + = active, no number.

SMILES	MsrA inh	STEP inh	NadD inh	CSN inh	Scp1 inh	LMPTP inh	Tb MetRS inh	DNMT1 inh	SUMO1 PPI mod	Rpn11 block
CCOC(=O)c1oc2ccccc2c1NC(=O)c1ccc(Cl)s1	1.4	0	-5	-6	-18	1.2	-0.1	5	2	i
CC(=O)Nc1cccc(Oc2ncccc2[N+](=O)[O-])c1	0.4	0	-2	0	-4	0.5	-0.7	5	-18	i
O=C(O)CCCC(=O)NCc1ccccn1	-0.3	-3	2	0	0	-0.6	-0.1	3	1	i
COc1ccc(S(=O)(=O)N(C)C[C@@H]2OCCCC[C@@H](C)Oc3ccc(NC(=O)NC(C)C)cc3C(=O)N([C@H](C)CO)C[C@@H]2C)cc1	-1.3	0	8	-1	.	-2.0	0.9	6	1	i
CN1CCc2nc(NC(=O)COc3ccc4ccccc4c3)sc2C1	0.6	1	18	5	-1	5.4	0.2	-12	-1	i
Cc1ccc(S(=O)(=O)N(C)c2ccc(OCC(=O)Nc3ccc(C(=O)N(C)C)cc3)cc2)cc1C	-0.4	2	-3	-1	-4	-0.3	-0.2	-9	4	i
COC(=O)[C@]12CCCCC=C1N(Cc1ccccc1)C(=O)[C@H](CC(=O)NCCc1ccccc1OC)C2	-0.8	.	-5	-7	.	0.5	-0.5	.	6	.
COc1ccc(-c2ccc([C@H]3[C@H]4C=CC[C@@H](C)[C@@H]4C(=O)N3Cc3ccccc3)c(F)c2)cc1	1.2	2	-1	1	7	7.8	-0.4	9	-4	i
CCOC(=O)C1=C(CP(=O)(c2ccccc2)c2ccccc2)NC(=O)NC1c1ccc(OC)cc1 (centres undefined)	1.6	4	-2	-5	-3	-1.3	-0.2	5	-2	i
Cc1ccccc1NC(=O)C1Cc2ccccc2CN1C(=O)c1ccco1 (centres undefined)	-0.4	2	4	5	-5	0.6	0.1	-5	3	i
O=C(c1ccc(S(=O)(=O)N2CCOCC2)cc1)N1CCc2ccccc2C1	-0.8	-2	0	-2	-8	-0.1	-0.5	-2	-3	i
O=C(NN=C1CCCCCC1)c1c[nH]c2ccccc12	0.4	-1	5	-1	1	0.0	0.5	12	0	i
NS(=O)(=O)c1cccc(NC(=S)NCc2ccc3c(c2)OCO3)c1	-1.0	-3	-5	2	3	-1.5	-0.6	1	2	i
CCCC/C(C)=N/NC(=O)NC1CCCCC1	0.9	-2	-5	-4	0	-0.6	0.0	-1	-3	i
CS(=O)(=O)N(CC(=O)Nc1ccccc1-c1ccccc1)c1cccc(F)c1	-1.0	2	2	7	-10	1.3	-0.5	2	-1	i
Cc1cc(C)cc(NC(=O)CN2CCN(CCN=CC3=C(O)CC(c4ccc(Cl)cc4)CC3=O)CC2)c1 (centres undefined)	0.5	3	-1	-1	8	-0.1	0.4	-17	0	i
O=C(NCCOCc1ccc(Cl)cc1)c1ncn[nH]1	0.1	-2	7	1	9	0.6	-0.9	0	0	i
CCCOc1ccc(F)cc1-c1cc(C(=O)Nc2ccc(OC)c(OC)c2)[nH]n1	0.2	0	-1	-1	.	2.9	-0.2	0	11	i
O=C(CN(Cc1ccccc1)C(=O)CNS(=O)(=O)c1ccc(Cl)cc1)NCC1CCCO1 (centres undefined)	-1.5	4	-1	0	-7	-0.6	-0.3	2	0	i
Cc1ccc(NC(=O)c2ccccc2N(C)S(C)(=O)=O)cc1C	-0.3	0	-8	-1	10	-0.4	-0.5	-1	-4	i
Cc1ccc2nc(N3CCN(S(=O)(=O)c4ccc5c(c4)OCCO5)CC3)c(C#N)cc2c1	-0.8	1	17	-8	-4	0.3	-0.5	-5	-121	i
O=C1CC[C@@H]2CC3(C[C@@H]4CCN1[C@H]24)Nc1ccccc1NC3=NC1CCCCC1 (some centres undefined)	0.5	0	6	-1	-4	3.5	0.4	3	6	i
CN(CC(=O)Nc1cccc(C(F)(F)F)c1)C1=NS(=O)(=O)c2ccccc21	0.0	0	-2	-3	-3	0.3	1.2	0	-3	i
Cc1ccsc1C(=O)N1CCCC(N2CCN(c3cccc(Cl)c3)CC2)C1 (centres undefined)	0.5	-2	0	2	1	0.7	-0.1	3	2	i
Cc1cc(C)c(C(=O)N(CCN(C)C)CC2CCCN(Cc3ccccc3F)C2)o1 (centres undefined)	-0.5	1	-7	2	0	-1.1	-0.7	2	-12	i

Look-ups from the list:
Value for `CCOC(=O)C1=C(CP(=O)(c2ccccc2)c2ccccc2)NC(=O)NC1c1ccc(OC)cc1` (centres undefined) in Scp1 inh: -3
Value for `CCOC(=O)c1oc2ccccc2c1NC(=O)c1ccc(Cl)s1` in LMPTP inh: 1.2

Later entries
SMILES	MsrA inh	STEP inh	NadD inh	CSN inh	Scp1 inh	LMPTP inh	Tb MetRS inh	DNMT1 inh	SUMO1 PPI mod	Rpn11 block
N#C/C(=C\c1ccc(O)cc1)c1nc2ccccc2o1	1.9	0	-5	48*	3	6.0	-0.1	-2	-34	.
O=C(CN1C(=O)CSc2ccc(S(=O)(=O)N3CCOCC3)cc21)NCc1ccc(Cl)cc1	-0.6	-2	-1	0	-1	-0.4	0.3	1	4	i
COc1ccc(OCCCC(=O)Nc2nc(C)c(C(C)=O)s2)cc1	0.5	-2	-7	-5	-6	-0.8	-0.7	-2	-5	i
COc1ccc(S(=O)(=O)N2CCc3ccccc3C2)cc1C(=O)O	-0.2	-2	-4	1	-6	-1.1	-0.4	-1	5	i
N#C/C(=C\c1cccc(O)c1)C(=O)Nc1ccc2c(c1)OCCO2	0.6	4	-6	0	-11	1.5	0.0	-9	-13	i
Cc1nc2cc(C(F)(F)F)ccc2n1C1CCN(CC(=O)N2CCCC2)CC1	1.3	1	-1	-12	-11	0.1	-0.5	-3	2	i
O=C(Nc1cccc(C(=O)O)c1)/C(=C\c1ccc2c(c1)OCO2)NC(=O)c1ccccc1	5.5*	-1	-7	-6	-3	1.9	-0.8	4	-5	i
CCC(C)NC(=O)C1(O)c2cc(Br)ccc2NC(=O)N1c1cccc(OC)c1 (centres undefined)	-0.7	0	-6	2	-10	-3.3	-0.8	0	6	i
O=C(NCCc1ccccn1)c1cccnc1Oc1ccc(Cl)cc1	-1.6	0	-3	-2	-8	-1.9	-0.1	2	1	i
COC(=O)c1cccc(S(=O)(=O)N2CCC(C)CC2)c1	0.7	-1	-6	6	0	-0.8	-0.4	4	1	i
COc1cc(OC)cc(-c2ncc3ccccn23)c1	0.4	-2	-1	3	1	0.8	-0.5	-2	-1	i
Cn1c(SCC(=O)NCC2CCCO2)nnc1-c1ccc(S(=O)(=O)N2CCCC2)cc1 (centres undefined)	1.5	-3	2	0	2	-1.2	0.2	2	-2	i
Nc1ccc(Sc2ccc([N+](=O)[O-])cc2)cc1	0.5	-4	4	3	1	2.6	0.0	-1	-13	i
N/C(=N\OC(=O)c1ccccc1)c1ccn[nH]1	-0.5	-5	-1	-7	-5	0.0	0.0	1	5	i
Cc1ccc(NC(=O)COc2ccccc2CNC(C)(C)CC(C)(C)C)cc1	-0.1	0	-5	1	2	-0.7	-0.8	1	0	i
Cc1ccc(Nc2cc(C)c3c(O)cccc3n2)cc1C	1.6	5	-4	-1	2	67*	-0.8	-16	9	i
COc1cc(/C=C2\SC(=O)NC2=O)ccc1Oc1ccc([N+](=O)[O-])cc1[N+](=O)[O-]	1.5	1	5	9	4	-0.6	0.0	9	18	i
O=C(CSCc1c(Cl)cccc1Cl)NCc1ccco1	-0.7	-9	-5	7	3	-0.1	-0.9	4	1	i
COc1ccc(NC(=O)C(NC(C)=O)C(=O)NCc2ccccc2Cl)cc1 (centres undefined)	0.7	-4	-1	1	-14	-3.1	7.6*	-2	-3	i
O=c1cc(O)c(-c2ccc(Cl)cc2)c(Cl)[nH]1	-2.0	3	-1	-1	9	0.4	0.2	2	3	i
O=C1c2cc(F)ccc2OC2(CCNCC2)C12CC(c1ccccc1)=NO2 (centres undefined)	0.9	-2	-5	2	2	-1.7	-0.4	1	-6	i
O=C(Nc1ccn(Cc2c(F)c(F)cc(F)c2F)n1)c1ccc(COc2ccc(Cl)cc2Cl)o1	0.9	-2	-5	2	-13	5.3	0.0	2	2	i
COCCCN=C1NN=C(c2cc(C)n(-c3ccccc3)c2C)CS1	-0.5	4	5	6	1	1.7	-0.2	-13	2	i
CCOC(=O)C(CCCOc1cccc(OC)c1)C(=O)OCC	-1.0	0	1	-2	-6	-1.4	-0.8	-3	1	i
O=C(NC1CCCCC1)C(CCc1ccccc1)n1c(=O)c(-c2ccccc2)nc2ccccc21 (centres undefined)	0.2	.	.	-8	.	1.6	0.2	.	-5	.

Tb MetRS inh: what is marked active above.
SMILES	MsrA inh	STEP inh	NadD inh	CSN inh	Scp1 inh	LMPTP inh	Tb MetRS inh	DNMT1 inh	SUMO1 PPI mod	Rpn11 block
COc1ccc(NC(=O)C(NC(C)=O)C(=O)NCc2ccccc2Cl)cc1 (centres undefined)	0.7	-4	-1	1	-14	-3.1	7.6*	-2	-3	i

Next section
SMILES	MsrA inh	STEP inh	NadD inh	CSN inh	Scp1 inh	LMPTP inh	Tb MetRS inh	DNMT1 inh	SUMO1 PPI mod	Rpn11 block
Cn1c(SCC(=O)NCc2ccc3c(c2)OCO3)nc2scc(-c3cccs3)c2c1=O	-1.0	8	-2	-4	2	2.2	-1.1	-4	1	i
COc1ccc(C(=O)C(=O)N2CCN(c3ccc(C)cc3)CC2)cc1OC	1.8	.	.	-3	.	0.5	-0.1	.	-4	.
Cc1cccc(N(Cc2cc3ccccc3[nH]c2=O)S(C)(=O)=O)c1	-0.1	-3	10	2	-6	-0.3	-1.1	-3	4	i
CCOC(=O)C1CCN(S(=O)(=O)Cc2ccccc2)CC1	0.6	1	-12	7	0	-1.2	0.3	2	14	i
CN(C)CCCNC(=O)C(=O)NCC1OCCN1S(=O)(=O)c1cccs1 (centres undefined)	0.9	-3	-4	7	-5	-8.1	0.3	-23	-91	i
CCCCCCc1ccc(N2C[C@H](CCCCC)[C@@H](CC(=O)NCc3ccc(OC)cc3)C2=O)cc1	0.1	2	5	2	-5	6.7	-0.3	2	4	i
COc1ccc(NC(=O)CSCC(=O)Nc2cc(Cl)ccc2N2CCCC2)cc1	-0.9	-1	-10	1	4	-3.3	-0.8	-5	0	i
Cc1ccccc1NC(=O)c1ccc2c(c1)C(=O)N(CCC(C)C)C2=O	0.8	2	0	-2	-2	-1.7	-0.4	-4	-4	i
O=c1cc(O)c2c(=O)n(C3CCCCC3)c3ccccc3c2o1	-1.1	2	5	11	-5	0.2	-0.4	15	15	+
CCOC(=O)C1CCN(C(=O)c2sc3nc(C)nc(N4CCC(C)CC4)c3c2C)CC1	3.8	4	1	-3	-2	1.0	-0.4	-2	2	i
